UDG counter = UDG inhibition counter-screen; FRET deamination/UDG coupled assay, UDG read, 4 h; Potency, µM (highest dose often 115 µM), inactives show at the highest dose activity change, negative = inhibition, hits mostly inhibitors; 91,000 tested, 0.14% active; also: nearly all actives have a fitted effect of over 65% in size
AID inhibitor = blocks human AID cytidine deaminase activity; Q9GZX7; AID deamination FRET fluorescence, UDG-coupled, 4 h; Potency, µM (highest dose often 115 µM), for the others: at the highest dose activity change, negative = inhibition, usual class: inhibitors; 91,000 tested, 0.32% active; also: nearly all actives have a fitted effect of over 25% in size
Target sequence (Q9GZX7 whole entry, looked up): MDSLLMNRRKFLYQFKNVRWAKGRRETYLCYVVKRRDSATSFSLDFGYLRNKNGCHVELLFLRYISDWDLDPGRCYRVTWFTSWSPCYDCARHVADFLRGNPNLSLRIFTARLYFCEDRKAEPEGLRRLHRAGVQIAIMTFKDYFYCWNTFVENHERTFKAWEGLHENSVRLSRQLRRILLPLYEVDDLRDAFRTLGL
* marks the source's active call; other numbers are inactive results; ? = inconclusive; & = joins results of further samples; [ ] = dose if it differs, or a comment. Calls follow the shape of the dose curve; as a rule, active = well fitted curve in the direction sought with a large enough effect; inconclusive = small, poorly fitted or top-dose-only effect, or another doubt; inactive = no such curve, though single readings can be large; an effect the other way counts as inactive or inconclusive. % is scaled to controls: 0 for no effect and ±100 for the full control effect; potency is read from the fitted curve at half-maximal effect. The list is partial; count on the stated rates, not on these rows.

SMILES,UDG counter,AID inhibitor
CCOCCCNC(=O)C(c1ccc(C)cc1)N(Cc1cccs1)C(=O)c1ccc(NC(C)=O)cc1 (stereo not drawn),-7.0%,-28.1%
CCC(Sc1nc2cc(OC)c(OC)cc2c2nc(-c3ccccc3)nn12)C(=O)Nc1cccc(C)c1 (stereo not drawn),3.2%,-5.3%
Cc1ccc(S(=O)(=O)NCc2ccsc2)s1,-3.0%,1.8%
Cc1ccc(NC(=O)CCC2CCCCC2)c(NC(=O)c2ccco2)c1,0.5%,2.2%
O=C(COc1ccc(F)cc1)OCc1cc(=O)n2nc(-c3cccs3)sc2n1,-17.2%,44.5%[activator]
CCOc1ccc(C(=O)NCC(c2ccco2)S(=O)(=O)c2ccc(C)cc2)cc1 (stereo not drawn),-3.8%,0.1%
O=S(=O)(c1ccccc1Br)N1CCCC1c1nnc2ccccn12 (stereo not drawn),-3.9%,2.0%
COc1ccccc1-n1cc(-c2ccc(C)cc2)nc1S(=O)(=O)CC(=O)Nc1ccccc1C(F)(F)F,-29.9%,?
Cc1cc(C)nc(Nc2nc(-c3ccccc3)c3ccc(Cl)cc3n2)n1,-9.2%,-0.3%
COc1cc(Cl)c(C)cc1NC(=O)CSc1ncc(S(=O)(=O)c2ccc(C(C)(C)C)cc2)c(=O)[nH]1,-2.2%,?
COc1ccc(N2CC(NC(=O)c3ccc(Br)o3)CC2=O)cc1 (stereo not drawn),4.8%,9.8%
COc1ccc(-c2nc3n(n2)C(c2ccc(OC)cc2)C(C(=O)Nc2cccnc2)=C(C)N3)cc1 (stereo not drawn),1.5%,0.5%
O=C(CSc1ccccc1F)NC(=O)C1CCCCC1,2.7%,2.8%
Cc1ccc2c(c1)C(c1ccc(F)cc1)N(C(=O)C(C)C)CC(=O)N2 (stereo not drawn),-10.3%,0.0%
Cc1ccc(CNC(=O)C2CCN(c3nc4ccc(C)cc4[nH]3)CC2)cc1,2.9%,0.9%
CCOc1cc(C2NC(=O)c3c(sc4c3CCN(C)C4)N2)ccc1OC(=O)c1ccccc1Cl (stereo not drawn),-2.0%[57.5 µM],40.3%[activator][57.5 µM]
COc1cccc(OCc2nc3ccccc3n2Cc2ccccc2C)c1,-9.7%,?
Cc1cccc(N2CCN(C(=O)c3ccc4c(c3)N(Cc3cccc(Cl)c3)C(=O)c3ccccc3S4(=O)=O)CC2)c1C,0.9%[57.5 µM],-2.5%
CC(c1ccc(S(C)(=O)=O)cc1)N(C)S(=O)(=O)c1cccc(Cl)c1 (stereo not drawn),-9.2%,-5.6%
COc1cccc(NC(=O)CN2C(=O)CC(c3ccccc3)=Nc3ccccc32)c1,-0.9%,-8.9%
Cn1nc(C(=O)N2CCN(c3ccc(F)cc3)CC2)c2c1-c1ccccc1SC2,11.7%[57.5 µM],12.7%
CC(=O)Nc1ccc(NC(=O)COc2ccc3c(C)cc(=O)oc3c2)cc1,1.9%,27.6%
CCCS(=O)(=O)N1CC(=O)N(c2ccccc2F)C(C)(C(=O)NC2CCCCCC2)C1 (stereo not drawn),-18.1%,0.5%
CCOC(=O)c1c(C)oc2nc(C)nc(NCC3CCN(Cc4ccc(C)cc4)CC3)c12,2.3%,7.6%
CCC(=O)N1CCc2cc(S(=O)(=O)CCC(=O)N3CCN(c4ccccc4Cl)CC3)ccc21,-8.3%,-7.2%
Cn1cc(CN(C(=O)Nc2ccccc2)C2CCCCC2)c2ccccc21,2.2%,-10.6%
CCc1ccc(-n2nc(C)c3c(C(=O)Nc4cc(C)c(Cl)cc4OC)cc(C)nc32)cc1,4.5%,-3.4%
CCCCCn1c(COc2ccccc2Cl)n[nH]c1=S,6.1%,2.4%
COCCN1C(=O)N(c2cccc(OC)c2)C(=O)C1CC(=O)Nc1ccccc1 (stereo not drawn),6.2%,6.7%
Cc1ccc(NS(=O)(=O)c2ccc3[nH]c(=O)ccc3c2)cc1N(C)C,-7.0%,90.6%[activator]
Cc1ccsc1C=Nc1ccc(-c2ccc(N=Cc3sccc3C)cc2)cc1,-20.3%,13.4%
COc1ccccc1/C=C/C=C1\Oc2cc(OC(=O)C(C)(C)C)ccc2C1=O,-14.2%,-13.4%
CC1(C)CC(=O)C(CCS(=O)(=O)OCC(F)(F)C(F)F)(CCS(=O)(=O)OCC(F)(F)C(F)F)C(=O)C1,4.7%,1.3%
CCCC1CCC(c2ccc(OC(=O)c3cccnc3)cc2)CC1 (stereo not drawn),8.6%,3.4%
CC/C(=N\NC(=O)c1ccc(C(C)(C)C)cc1)c1ccccc1,-1.8%,-3.8%
COc1ccc(-c2c(NC(=O)c3ccc([N+](=O)[O-])cc3)oc3c(C)cccc3c2=O)cc1,11.6%,12.3%
Cc1ccc(-c2c3c(=O)n(C)c(=O)n(C)c3c3n2-c2ccccc2NC3c2ccc(C)cc2O)cc1 (stereo not drawn),-4.3%,?
Cc1c(Cl)cccc1NC(=O)CN1C(=O)COc2ccc(S(=O)(=O)Nc3ccccc3)cc21,-9.8%,-5.9%
CCCC(=O)NC1CCN(c2ccccc2S(=O)(=O)C(F)(F)F)CC1,-4.1%,-4.8%
CCCCCOc1ccc(C(N)C(=O)OCC)cc1 (stereo not drawn),-5.1%,2.7%
COc1cc(C(=O)Nc2ccc(NC(=O)c3ccc(Br)cc3)cc2)cc(OC)c1OC,-13.3%[57.5 µM],?
CC1CCCN(c2ccc(C=O)cc2)C1 (stereo not drawn),-3.1%,-4.4%
O=C(Nc1nccs1)c1csc(NC2CCCC2)n1,-8.7%,1.4%
Cn1ncc2nc(SCC(=O)Nc3ccc(Br)cc3F)n(Cc3ccccc3)c(=O)c21,-5.0%,7.8%
Cc1nc2ccn(Cc3ccco3)c(=O)c2cc1C(=O)NCc1ccc(Cl)cc1,-8.4%[57.5 µM],-10.5%
CC(C)CNc1ncnc2c1sc1nc(C(C)C)c3c(c12)CC(C)(C)OC3,-2.7%,-2.6%
Cc1cc(NC(=O)CCc2ncc(-c3ccccc3F)o2)no1,9.3%,0.6%
COc1ccc(CNC(=O)c2cccc(OCc3ccccc3)c2)cc1,-6.6%,-13.8%
CN(Cc1ccccc1)C(=O)c1cccc(-c2cnc3ccccc3c2)c1,?,?
Cc1oc(-c2ccc(C(=O)NCc3ccccc3F)cc2)nc1COc1ccccc1,-2.8%,-1.1%
CC(C)Oc1cccc(C(=O)Nc2ccc3oc(-c4cccc(Cl)c4)nc3c2)c1,-2.0%,-3.9%
CCOC(=O)C(NC(=O)c1cccnc1)(Nc1cc(Cl)ccc1OC)C(F)(F)F (stereo not drawn),-0.7%,-2.4%
Cc1ccc(/C=N/NC(=O)c2cccc(Br)c2)s1,-3.1%,-0.8%
O=C(Cn1nc(Br)nc1Br)c1ccc(Cl)cc1,1.4%,10.6%
CCOc1ccc(S(=O)(=O)Nc2ccc3c(c2)N(C(C)=O)CCC3)cc1,-3.2%,3.4%
O=C(Nc1nc(-c2cc3ccccc3oc2=O)cs1)c1ccc(Cl)cc1,-0.8%,-9.3%
Cc1ccc(Nc2nc(-c3ccc4[nH]c(=O)oc4c3)cs2)cc1F,-2.3%,-5.4%
CCN(CC)c1nn2c(=O)c(C(=O)NCc3ccccc3Br)cnc2s1,-3.1%,?
CCc1ccc(OCC(=O)NC(c2ccccc2)c2cccs2)cc1 (stereo not drawn),7.6%,-2.4%
O=S(=O)(O)CC(O)CNC(CO)(CO)CO (stereo not drawn),7.2%,13.4%

Later entries
SMILES,UDG counter,AID inhibitor
CSc1ccccc1NC(=O)C1CCCN(S(C)(=O)=O)C1 (stereo not drawn),-3.5%,-0.7%
CC(C)(C)C(=O)Cc1[nH]c2cc(Cl)ccc2c1C(C)(C)C,-2.4%,-7.6%
Cc1cc(C2=NNC(=NC3CCCCC3)SC2)c(C)n1C1CC1,-7.5%,6.2%
Cc1ccc(CCNC(=O)CCN2N=C(c3ccc(C)cc3)CCC2=O)cc1,-7.1%[57.5 µM],-1.8%
COCC(C)Nc1ncnc2c1cnn2-c1cccc(Cl)c1 (stereo not drawn),?,?
N#CCOc1ccc2[nH]cc(C(C(=O)O)N3CCN(Cc4ccncc4)CC3)c2c1 (stereo not drawn),-0.1%,11.2%
COc1ccc(CNC(=O)c2ccc(-c3nc(CS(=O)c4ccc(C)cc4)c(C)o3)cc2)cc1 (stereo not drawn),89.1µM*,?
CCOc1ccc(-c2nnc(N3CCCCC3)c3ccccc23)cc1,?,?
CC(C)(C)c1ccc(OCCn2cc(C(=O)C3CCCCC3)c3ccccc32)cc1,5.8%,-3.3%
Cc1ccc(CS(=O)Cc2ccc(F)cc2)cc1 (stereo not drawn),-0.5%,-0.4%
CCOC(=O)/C(=C/c1ccc(Cl)s1)c1nccn1C,-0.5%,1.5%
CCOc1ccc(Nc2cc(C)nc3nncn23)cc1,5.3%,-11.2%
CC(=O)NC(C(=O)O)=C(Cl)Cl,5.5%,2.5%
COc1ccc(C(=O)COC(=O)C2C3CC4C(OC(=O)C42)C3Br)cc1 (stereo not drawn),-5.6%,17.1%
CCOC(=O)c1c(C)oc2nc(C)nc(NCc3cccc(OC)c3)c12,2.1%,-13.3%
COc1ccc(CNC(=O)Cn2c(SCC(=O)Nc3ccc(C)c(C)c3)nc3ccccc32)cc1,-17.9%,16.7%
O=C(NCc1ccc(F)cc1)c1cc2c(s1)-c1ccccc1SC2,-8.3%,?
COC(=O)Nc1ccc(C(=O)OC(C)C)cc1,-2.7%,5.6%
CC(=O)Nc1ccc(NC(=O)c2cc(-c3cccs3)on2)cc1,-13.3%,14.9%
CCOc1ccc(Nc2nc(C)c(NC(=O)c3ccc(C)cc3)c(Nc3ccc(OCC)cc3)n2)cc1,-5.8%,-7.0%
Cc1ccc(CNC(=O)Cc2csc3ccccc23)cc1,41.4%[activator],15.8%
Cn1cnc2c1c(=O)[nH]c(=O)n2C,4.3%,-3.0%
Cc1cccc(OCC(=O)NCC2(N3CCN(C)CC3)CCCCC2)c1C,-1.0%[57.5 µM],6.1%
CCN(CC)CCSc1nnc2c3cc(F)ccc3n(CC)c2n1,-7.4%,40.4%[activator]
CCCCNc1ccc(-c2nc(-c3ccncc3)no2)cc1[N+](=O)[O-],7.5%,7.0%
CC(C)Cc1ccc(C(C)NC(=S)NC2CC2)cc1 (stereo not drawn),6.0%,3.4%
Cc1cccc(CNC(=O)C2CCN(c3nn4cc(-c5ccc(F)cc5)nc4s3)CC2)c1,-26.9%,2.0%
CCOc1ccc(Nc2cc(C)nc3nc(Cc4ccc(Cl)cc4)nn23)cc1,-25.7%,-20.8%
CN=c1scc(-c2[nH]c(C)c(C(=O)OC)c2C)n1C,1.8%,1.9%
Cc1nc2ccccc2nc1COC(=O)c1cnc2ccccc2n1,-12.6%,1.8%
COC(=O)c1ccc(NC(=O)CC2Sc3ccccc3NC2=O)cc1 (stereo not drawn),-2.1%,3.4%
CCN(CC)CCCNC(=O)c1csc(Nc2ccc(C)cc2)n1,-9.5%,-14.9%
O=C(c1cc(-c2cccs2)nc2ccccc12)N1CCN(CCN2CCCC2)CC1,-1.7%,10.8%
CC(=O)Nc1cccc(NC(=O)Cn2cnc3c(oc4ccccc43)c2=O)c1,13.7%,?
Cc1ccc(CNC(=O)c2ccc(CN3CC(=O)N4CCCCC4C3=O)cc2)cc1 (stereo not drawn),-1.4%,0.5%
CCOC(=O)c1cccc(NC(=O)CCNS(=O)(=O)c2cccc3nonc23)c1,2.8%,8.3%
Cn1c(=O)oc2cc(S(=O)(=O)NC(Cc3ccccc3)C(=O)NCc3ccccc3Cl)ccc21 (stereo not drawn),-24.7%,-1.0%
Cc1ccc(C(=O)NC(C)C)c(Cl)c1,-0.6%,11.8%
COc1ccc(Br)cc1CNC(=O)c1ccc2c(c1)nc1n2CCCCC1,-23.3%,?
CCCN(CCC)CCNC(=O)c1cc2c(=O)oc3ccc(C)cc3c2s1,-2.8%,?
Cc1cnc(NC(=O)c2nc(C)n(-c3ccc(Cl)cc3)n2)s1,-1.1%,-10.6%
CCOC(=O)c1cnn(-c2ccc(C(=O)Nc3ccc(OC(F)(F)F)cc3)cc2)c1N,-12.5%,5.2%
COC(=O)c1ccc2oc(=O)c(S(=O)(=O)c3ccc(C)cc3)cc2c1,-4.4%&-24.2%,5.7%&8.6%
CCOC(=O)c1c(C)c(-c2ccccc2)n(CC(=O)Nc2cc(OC)ccc2OC)c1C,-0.2%,2.4%
Cc1ccnc(NC(c2cc(C)ccc2O)c2ccc3cccnc3c2O)c1 (stereo not drawn),-8.7%,12.8%
COc1ccc(-c2cc(C(=O)OCC(=O)c3cccc(OC)c3)c3cccc(Cl)c3n2)cc1,0.6%,72.3%[activator]
Cc1cccc(NC(NC(=O)c2cccc(C)c2)C(Cl)(Cl)Cl)c1 (stereo not drawn),-6.5%,-2.6%
CCOc1cc(Br)cc(C2NC(=O)c3c(sc4c3CCN(C)C4)N2)c1O (stereo not drawn),-6.4%,106.5%[activator]
O=C(NCCCN1CCN(c2ccc(F)cc2)CC1)Nc1ccc(Cl)cc1,-7.9%,-10.3%

Rewritten with values under each structure: two of the compounds above.
Screens in order – UDG counter, AID inhibitor
Cn1c(=O)oc2cc(S(=O)(=O)NC(Cc3ccccc3)C(=O)NCc3ccccc3Cl)ccc21 (stereo not drawn)
    -24.7%, -1.0%
COc1ccc(Br)cc1CNC(=O)c1ccc2c(c1)nc1n2CCCCC1
    -23.3%, ?

Source: PubChem
